# Compound activity as filed in PubChem.
# BRCA1 expr act: qHTS Assay to Identify Small Molecule Activators of BRCA1 Expression | Potency, µM (top dose mostly 46.1 µM), for the others: top-dose activation, most hits filed as activators | MCF7-BRCA1-FFLuc reporter, luminescence, 48 h; response scale: scaled: vehicle 0%, 10 µM genistein 100% | 380,000 tested, 1.1% active; further: potency means the concentration at half of the fitted maximal effect; nearly all actives have a fitted effect of over 80% in size; some results filed as inactive show a strong effect at the top dose
#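 Compounds are tested at multiple concentrations on MCF7 BRCA1-luciferase reporter cells seeded at 2000 per well; after 48 h, a single luminescence end-point is taken and curves fitted to the normalized data.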
# Giardia kill: Small Molecules that selectively kill Giardia lamblia: qHTS; Giardia lamblia trophozoite viability; 340,000 tested, 0.15% active; activity change, % at 7.66 µM, hits read low; AID 540267, 2011; in the data active means activity change below about -80%; inconclusive means between about -30% and that limit;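 further: parasites exposed to compound for two days anaerobically before the ATP read; on the % scale 0 is the no-effect control and ±100 the full control effect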
#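 Killing of trophozoites was scored by loss of ATP luminescence after a 48 hrs anaerobic exposure to compounds at 37 deg C, using 100 cells per well.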
# NPC1 promoter act: qHTS Assay for NPC1 Promoter Activators. Huh7 NPC1 promoter luciferase reporter, 24 h. Potency, µM (highest dose often 9.22 µM), for inactives: top-dose activation, usual class: activators. 320,000 tested, 2.4% active. AID 485313, 2010;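 further: potency means the concentration at half of the fitted maximal effect; % of control where 0% means no effect; nearly all actives have a fitted effect of over 60% in size; reporter is driven by a mutant NPC1 promoter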
#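 Compounds in DMSO were transferred onto Huh7 NPC1-luciferase reporter cells pre-incubated 2 h; after 24 h at 37 °C, Amplite reagent was dispensed and luminescence recorded 10 min later.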
# ELG1 genotox: qHTS screen for small molecules that induce genotoxicity in human embryonic kidney (HEK293T) cells expressing luciferase-tagged ELG1. HEK293T ELG1-luciferase reporter, luminescence, 16 h. Potency, µM (titrated, usually from 46 µM), inactives show at the highest dose activity change, positive = activation, actives largely listed as activators. 330,000 tested, 1.3% active. AID 504466, 2011; further: potency means the concentration at half of the fitted maximal effect; % of control where 0% means no effect; nearly all actives have a fitted effect of over 60% in size
#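 ELG1-luciferase HEK293T cells, 2,000/well; compound pinned in; 16 hr, 37 °C, 5% CO2; ONE-Glo, 30 min RT; luminescence on CCD imager.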
# VP16 counter: VP16 counterscreen qHTS for inhibitors of ROR gamma transcriptional activity. 310,000 tested, 3.5% active. Drosophila S2 Gal4-VP16 UAS-luciferase, luminescence, 20 h. Potency, µM (highest dose often 53.6 µM), inactives show top-dose activity, negative = inhibition, hits mostly inhibitors;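 further: Gal4-VP16 expression switched on by copper sulfate through the metallothionein promoter; potency means the concentration at half of the fitted maximal effect; on the % scale 0 is the no-effect control and ±100 the full control effect; nearly all actives have a fitted effect of over 50% in size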
# PKM2 act: qHTS Assay for Activators of Human Muscle isoform 2 Pyruvate Kinase. AID 1631, 2009. 260,000 tested, 0.34% active. Pyruvate kinase PKM (Homo sapiens), P14618. Potency, µM (titrated, usually from 57.5 µM), for the others: top-dose activation, hits mostly activators. purified PKM2, Kinase-Glo ATP luminescence, activation; response scale: 0% is enzyme alone, no compound; further: potency means the concentration at half of the fitted maximal effect; on the % scale 0 is the no-effect control and ±100 the full control effect; nearly all actives have a fitted effect of over 55% in size
#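 Purified hPK-M2 (>95%) run at intermediate activity with 0.1 mM ADP and 0.5 mM PEP in 50 mM imidazole pH 7.2, KCl, MgCl2; 1 h room temperature. ATP formed read by Kinase-Glo luminescence; normalized to uninhibited and no-enzyme controls.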
# FLuc counter: qHTS profiling assay for firefly luciferase inhibitor/activator using purifed enzyme and Km concentrations of substrates (counterscreen for miR-21 project) | Potency, µM (titrated, usually from 57.5 µM), without a hit: top-dose activity change, negative = inhibition, usual class: inhibitors | purified FLuc, Km substrates, luminescence inhibition | 360,000 tested, 6.9% active | Luciferin 4-monooxygenase (Photinus pyralis), P08659;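 further: potency means the concentration at half of the fitted maximal effect; plate controls were vehicle for no effect and reference inhibitor for full effect; nearly all actives have a fitted effect of over 55% in size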
#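 Purified P. pyralis luciferase (10nM final) with 10uM D-luciferin and 10uM ATP (Km levels) in 50mM Tris acetate pH 7.5, 10mM Mg acetate, 0.01% Tween-20, 0.05% BSA; qHTS 6-point titration, ~60 µM downward; luminescence read.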
# Menin MLL FP TR: qHTS Assay for Inhibitors Targeting the Menin-MLL Interaction in MLL Related Leukemias: Competition With Texas Red Labeled MLL-derived Mutant Peptide. Menin + Texas Red MLL mutant peptide, fluorescence polarization. Potency, µM (highest dose often 61.6 µM), for inactives: top-dose FP activity change, negative = inhibition, most hits filed as inhibitors. 270,000 tested, 0.23% active. AID 1768, 2009; active means well fitted inhibition curve with a large enough effect in the polarisation, with a control signal flat, not every such curve was filed as active; inconclusive means small, poorly fitted or top-dose-only effect, or effect the other way, or a change in a side signal; inactive means no such curve, though single readings can be large or run the other way; the % refers to the polarisation; further: potency means the concentration at half of the fitted maximal effect; % of control where 0% means no effect; many of its hits are not listed in these tables
# Target sequence (O00255 whole entry, looked up): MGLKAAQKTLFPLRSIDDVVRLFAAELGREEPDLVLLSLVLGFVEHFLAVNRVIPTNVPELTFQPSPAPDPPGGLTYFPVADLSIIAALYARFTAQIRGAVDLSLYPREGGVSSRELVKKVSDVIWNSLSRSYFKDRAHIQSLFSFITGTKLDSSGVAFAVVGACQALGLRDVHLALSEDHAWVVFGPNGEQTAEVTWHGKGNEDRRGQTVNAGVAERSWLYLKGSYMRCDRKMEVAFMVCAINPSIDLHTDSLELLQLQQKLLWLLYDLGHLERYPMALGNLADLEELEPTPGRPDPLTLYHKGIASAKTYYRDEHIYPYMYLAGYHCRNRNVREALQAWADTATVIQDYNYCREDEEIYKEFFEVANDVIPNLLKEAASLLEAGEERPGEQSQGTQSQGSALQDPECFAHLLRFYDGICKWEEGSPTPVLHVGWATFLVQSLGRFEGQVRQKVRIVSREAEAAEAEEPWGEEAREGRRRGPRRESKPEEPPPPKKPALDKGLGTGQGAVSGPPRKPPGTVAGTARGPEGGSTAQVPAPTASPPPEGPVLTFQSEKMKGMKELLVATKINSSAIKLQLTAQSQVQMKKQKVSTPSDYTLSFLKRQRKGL
# Rab9 prom act: qHTS Assay for Rab9 Promoter Activators; 320,000 tested, 2.8% active; AID 485297, 2010; Huh7 Rab9 promoter-luciferase reporter, luminescence, 24 h; Potency, µM (doses to about 9.22 µM), without a hit: at the highest dose activation, negative = inhibition, usual class: activators; further: potency means the concentration at half of the fitted maximal effect; % of control where 0% means no effect; nearly all actives have a fitted effect of over 60% in size
#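 Cell-based reporter: Huh7 stable for Rab9 promoter-driven luciferase, plated in reduced-serum medium with 10% FBS at 1500 cells/well, compound-treated 24 h at 37 °C, luminescence read after 10 min reagent.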
# p53 reactivation: qHTS assay for re-activators of p53 using a Luc reporter; Potency, µM (series often up to 92.2 µM), for inactives: at the highest dose activity change, positive = activation, hits mostly activators; 320,000 tested, 0.063% active; H1299 p53-A138V BP100-luciferase reporter, luminescence, 24 h; AID 504706, 2011; further: potency means the concentration at half of the fitted maximal effect; % of control where 0% means no effect; nearly all actives have a fitted effect of over 45% in size
#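 H1299 (p53-null), stable ts p53-A138V + BP100-Luc; 1000 cells/well, Opti-MEM/10% FBS; cpd 4 pt, 1:5; 24 h, 37 deg C, 5% CO2; detection reagent 10 min RT; luminescence.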
# RORgamma inh: qHTS for inhibitors of ROR gamma transcriptional activity; Drosophila S2 Gal4-RORgamma UAS-luciferase reporter, 20 h; Potency, µM (series often up to 53.6 µM), without a hit: at the top dose activity change, negative = inhibition, actives largely listed as inhibitors; 310,000 tested, 5.4% active; further: potency means the concentration at half of the fitted maximal effect; on the % scale 0 is the no-effect control and ±100 the full control effect; nearly all actives have a fitted effect of over 60% in size
# Target sequence (P51450 whole entry, looked up, the tested form may be a part): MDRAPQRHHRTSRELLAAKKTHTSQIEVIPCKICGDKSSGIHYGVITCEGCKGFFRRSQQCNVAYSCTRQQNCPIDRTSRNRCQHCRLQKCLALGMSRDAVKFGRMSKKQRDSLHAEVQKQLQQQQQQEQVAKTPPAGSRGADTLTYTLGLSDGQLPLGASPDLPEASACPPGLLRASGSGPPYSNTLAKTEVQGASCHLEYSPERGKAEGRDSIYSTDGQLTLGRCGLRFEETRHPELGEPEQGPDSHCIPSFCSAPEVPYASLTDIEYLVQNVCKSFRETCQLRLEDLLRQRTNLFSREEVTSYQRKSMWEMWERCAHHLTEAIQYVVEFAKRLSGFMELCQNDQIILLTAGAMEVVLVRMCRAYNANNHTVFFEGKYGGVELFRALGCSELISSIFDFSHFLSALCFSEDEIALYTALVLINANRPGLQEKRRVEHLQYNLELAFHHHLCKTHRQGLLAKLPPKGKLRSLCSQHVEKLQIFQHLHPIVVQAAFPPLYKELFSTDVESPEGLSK
#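 Drosophila Schneider cells stably carrying a metallothionein-driven Gal4 DBD–ROR gamma fusion and a UAS-Photinus luciferase reporter were exposed to compound for 1 hr, then induced with copper sulfate (700 uM final) for 20 hr at ambient temperature before luminescence reading.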
# * = called active by the depositor; ? = inconclusive; . = no result given; [ ] = another dose, or the depositor's remark. Unless noted, the call rests on the fitted dose curve; in most records, active means well fitted curve in the direction sought with a large enough effect; inconclusive means small, poorly fitted or top-dose-only effect, or another doubt; inactive means no such curve, though single readings can be large; an effect the other way counts as inactive or inconclusive. A portion of the library. The share of hits here may be higher or lower than overall.
SMILES,BRCA1 expr act,Giardia kill,NPC1 promoter act,ELG1 genotox,VP16 counter,PKM2 act,FLuc counter,Menin MLL FP TR,Rab9 prom act,p53 reactivation,RORgamma inh
Cc1cccc2cc(C#N)c(SCC(=O)NCC3CCCO3)nc12 (centres undefined),0%,-14,-13%,-3%,-2%,4%,4%,-21%,1%,-4%,-7%
COc1ccc(C(=O)NC2CCN(C(=S)Nc3ccccc3)CC2)cc1,-1%,-3,-3%,3%,1%,2%,0%,3%,3%,-2%,-23%
O=c1[nH]c(/C=C\c2cccs2)nc(O)c1[N+](=O)[O-],5%,-4,-1%,1%,9%,-5%,0%,7%,1%,1%,3%
CC(=O)c1ccc(N=Nc2c(C)[nH]n(-c3ccccc3)c2=O)cc1,-34%,-26,16%,-2%,16%,-1%,-15%,13%,13%,.,?
COc1ccc(/C=C/c2nc(-c3ccccc3)cc(=O)[nH]2)cc1,-12%,3,3%,3%,-8%,0%,-19%,.,-6%,-5%,-37%
Cc1csc(SCC(=O)NC(=O)NC(C)C)n1,-9%,-4,-5%,3%,15%,3%,-2%,3%,2%,-1%,12%
S=C(NCc1ccc(Cl)cc1)NCc1ccccn1,-9%,-14,-2%,-1%,?,3%,0%,0%,-6%,-5%,16µM*
Cc1ccccc1NC(=O)CSc1nc2n(n1)CCCCC2,-19%,-5,6%,-4%,5%,-16%,-1%,2%,-1%,-3%,39%
CCOc1ccccc1NC(=O)CSC1=C(C#N)C(c2ccco2)C(C(=O)Nc2nc3ccccc3s2)=C(C)N1 (centres undefined),-20%,-7,-3%,-1%,-12%,0%,0%,?,-1%,3%,1%
Cc1ccc(C(=O)CC(C(=O)O)n2cncn2)cc1 (centres undefined),15%,-8,1%,2%,-10%,-27%,?,-7%,-2%,7%,-28%
COc1cc(SC)ccc1C(=O)NCCOc1ccc(F)cc1,10µM*,-24,?,21µM*,1%,13%,5.4µM*,-14%,?,?,?
COc1ccc(NC(=O)CSC2=NCCN2)cc1,-27%,11,1%,-10%,-1%,2%,0%,1%,1%,19%,10%
COc1ccc(C(CC(=O)Nc2nccs2)C(C)C)cc1 (centres undefined),-12%,-7,-2%,-10%,-1%,.,-1%,-5%,-2%,-2%,-29%
COc1ccc(-n2nnc3c(SCC(=O)OCc4ccccc4)ncnc32)cc1,-2%,-5,9%,1%,-9%,-4%,-17%,28%,16%,-22%,-11%
C/C=C/C(=O)NCCc1ccc(OC)c(OC)c1,-1%,14,-6%,2%,-7%,1%,0%,4%,3%,17%,-15%
C=CCN(CC=C)C(=O)c1ccccc1NC(=O)c1ccccc1C,1%,-9,-1%,0%,4%,-2%,-1%,-2%,-5%,2%,8%
COCCn1c(SCc2cccc([N+](=O)[O-])c2)nc2ccccc2c1=O,2%,11,2%,-9%,0%,.,7%,3%,-7%[1.84 µM],-3%,?
CCn1cc2c(c1-c1cccc(C)c1)c(=O)n(C)c(=O)n2C,-31%,1,1%,9%,-10%,0%,-1%,-11%,6%,4%,-8%
CC(C(=O)N1c2ccccc2CC1C)N1CCN(S(=O)(=O)c2ccccc2F)CC1 (centres undefined),0%,20,3%,1%,.,.,2%,.,-3%,3%,.
COc1ccc2[nH]c(C)cc(=O)c2c1,1%,11,0%,-3%,-11%,17%,0%,-2%,8%,7%,-3%
O=C(O)c1cc(-c2ccc(N3CCOCC3)cc2)nn1-c1ccc(F)cc1F,-2%,-13,-1%,5%,1%,0%,3%,0%,0%,33%,-1%
CCC(=O)Nc1cccc(-c2cn3ccccc3n2)c1,?,-12,?,12%,-17%,0%,11µM*,5%,?,?,-9%
CCOn1c(=O)c(-c2ccc(OC)c(OC)c2)[n+]([O-])c2ccccc21,-8%,-5,0%,2%,-7%,-3%,-1%,1%,-3%,-2%,2%
O=C1CC2(CC(c3ccc(Cl)cc3)=NO2)C(=O)N1c1ccccc1 (centres undefined),1%,18,-7%,-1%,-2%,-16%,1%,.,-3%,0%,-4%
O=C(COC(=O)c1ccccc1Nc1ccc(SC(F)F)cc1)NC1CC1,91%,-28,19%,?,?,-5%,?,2%,21%,?,?
NC1=NC(=O)/C(=C/c2ccccc2OS(=O)(=O)c2ccccc2)S1,2%,-11,1%,15%,-3%,2%,-2%,-29%,-2%,-6%,0%
CC(C)NC(=O)N1c2ccccc2Sc2ccccc21,-34%,0,-2%,-2%,1%,.,-2%,-14%,-2%,-4%,14%
CC(C)C(=O)Nc1ccc(N2CCN(c3ccc(F)cc3)CC2)cc1,-15%,8,-14%,8%,-16%,0%,2%,9%,-2%,5%,1%
CC(NC(=O)C1CCN(C(=O)Nc2ccccc2)CC1)c1ccccc1Cl (centres undefined),2%,-10,-2%,.,.,.,-3%,.,-1%,.,.
COc1ccc(CCNC(=O)CSc2nc(O)c(CC(C)C)c(=O)[nH]2)cc1OC,-19%,-4,3%,0%,-1%,-7%,-3%,-17%,11%,-1%,15%
CCOC(=O)c1c(NC(=O)C2CCCN(S(=O)(=O)c3ccccc3)C2)sc2c1CCCC2 (centres undefined),-5%,-2,0%,12%,-12%,-5%,-4%,2%,-1%,5%,41%
Cc1cc(N2CCC(C)CC2)nc2cccc(O)c12,?,-19,4%,8%,0%,2%,24µM*,-2%,4%,?,38%
O=C(C(=O)N1CCc2ccccc2C1)N1CCc2ccccc2C1,.,.,3%,4%,16%,3%,1%,-14%,-6%,2%,-20%
COc1ccc(CCNS(=O)(=O)c2cccc(C)c2)cc1OC,1%,-1,-4%,-5%,13%,0%,6%,-7%,-2%,-2%,8%
CCN(CC)C(=O)CN1CCN(Cc2ccc3c(c2)OCO3)CC1,-7%,16,-1%,1%,-18%,.,-1%,-1%,-4%[1.84 µM],2%,-4%
O=C1C=C(O)C(n2cncn2)C(c2ccc(F)cc2)C1 (centres undefined),46%,7,-2%,4%,-6%,-8%,6%,16%,-7%,6%,1%
COc1ccc(N2C(=O)/C(=C\c3ccco3)N=C2SCC(=O)NC(C)(C)C)cc1Cl,-37%,-21,3%,-4%,?,23%,-2%,11%,-6%,-4%,?
O=C(N/N=C/c1ccc[nH]1)c1ccc([N+](=O)[O-])cc1,12%,-3,-2%,2%,5.6µM*,0%,15µM*,-16%,-8%,16%,4µM*
CC(=O)Nc1ccc(S(=O)(=O)NNc2cccc(C)c2)cc1,23%,-8,2%,?,-3%,.,?,.,2%,7%,-31%
COc1cc(CN2CCCCCC2)cc(Br)c1O,-6%,29,1%,2%,-2%,0%,-1%,-4%,2%,.,?
COC(=O)c1ccccc1NC(=O)C1CCCN(S(=O)(=O)c2ccc(OC)cc2)C1 (centres undefined),-40%,-3,1%,-39%[inhibitor],-5%[0.365 µM],0%,5%,-5%,-6%,0%,20%
O=C(CCN1CCN(c2ccccc2)CC1)N/N=C/c1ccc(O)c(O)c1O,4%,-1,-5%,1%,3%,?,?,?,-1%,-2%,-1%
Cc1cc(Br)cc(Cl)c1OCC(=O)N1CCN(C(=O)c2ccco2)CC1,-18%,-9,-8%,0%,.,.,6%,.,-5%,-3%,.
CC(=O)c1ccc(NC(=O)c2c(C)nn(-c3ccccc3)c2Cl)cc1,68%,-8,0%,0%,?,-4%,-3%,14%,-3%,-1%,11µM*
COc1ccc(S(=O)(=O)N(C)CC(=O)N2CCN(C)CC2)cc1Cl,-1%,-6,-2%,5%,-2%,-2%,3%,0%,-5%,8%,-32%
Cc1ccc(F)c(NC=C2C(=O)OC(C)(C)OC2=O)c1,14%,7,2%,1%,-6%,1%,-4%,0%,0%,7%,18%
CCOc1cc(C(C(=O)NCC2CCCO2)N(C(=O)Cn2nnc3ccccc32)c2ccccc2OC)ccc1O (centres undefined),-12%,-1,-2%,0%,-6%,0%,2%,-13%,1%,0%,21%
CCC(C)NC(=O)C1CCC(=O)N1CCc1ccccc1 (centres undefined),-11%,-4,-4%,-3%,-3%,.,-2%,6%,3%,8%,1%
